# hIAP inh: human IAP inhibition. 0.12% of 330,000 active. inhibition, % at 10 µM. AID 2544. purified IAP, CDP-Star luminescence, 30 min;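 active means inhibition reaching a set limit with compound at 10 µM in the primary screen, cut at about 35% in these data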;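 further: plate controls were DMSO wells with enzyme for no effect and no-enzyme buffer wells for full effect; values of inactives mirror those of a sister screen read the other way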
# hIAP act: increases human intestinal alkaline phosphatase activity; purified human IAP, CDP-Star luminescence, 30 min; hits give high values; 1 = vehicle-only enzyme, 0 = enzyme-free background; 0.16% of 330,000 active; P09923; activation factor at 10 µM;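 active means activation factor of the enzyme at least 2-fold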; further: the source names both 10 and 20 µM as test concentration; values of inactives mirror those of a sister screen read the other way
# SENP1 inh: SENP1 (human) catalytic domain inhibition; recombinant SENP1 catalytic domain, CyPet-SUMO1-YPet FRET cleavage; inhibition, % at 10 µM; 0.21% of 360,000 active;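 active means inhibition at least 30% at 10 µM, raw YFP signal under a set limit, fluorescence ratio 0.5 to 1.5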;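 further: 0% = enzyme with DMSO and 100% = no enzyme wells; some results filed as inactive read as strong as hits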
# Target sequence (Q9P0U3 419-644 limits assumed): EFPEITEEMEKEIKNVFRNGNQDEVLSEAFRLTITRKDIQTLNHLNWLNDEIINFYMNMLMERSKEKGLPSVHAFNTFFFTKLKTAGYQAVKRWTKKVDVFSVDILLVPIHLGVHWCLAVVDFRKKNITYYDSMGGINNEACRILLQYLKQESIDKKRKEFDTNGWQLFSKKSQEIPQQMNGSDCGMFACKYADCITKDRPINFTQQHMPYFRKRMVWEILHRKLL
#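 Material: hSENP1 catalytic domain, recombinant; medium: Tris pH 8 with BME, BSA, NP40 and catalase; compound: single concentration of 10 µM compound, 0.5% DMSO final; technique: FRET read of cyan and yellow fluorescence; timing: 50 min enzyme reaction, room temperature, light-protected; reagent: SFCypet-SUMO1-SFYpet substrate at 25 nM; control set: no-enzyme low, enzyme-DMSO high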
# NALP3 yeast inh: NALP3 inhibition in yeast; Yeast reconstituted NLRP3/ASC/caspase-1, beta-gal luminescence, 24 h; inhibition, % at 10 µM; 0.39% of 330,000 active; AID 2825;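 active means inhibition of 50% or more; inactive means inhibition below 50%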;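 further: plate controls were induced DMSO wells for no effect and uninduced yeast grown without galactose for full effect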
# beta cell repl: MIN6 beta-cell proliferation induction. MIN6 cells proliferation, ATPlite luminescence, 48 h; cells starved in 0.2% serum; 100% = growth in 10% serum. 0.29% of 330,000 active. proliferation, % at 10 µM. AID 2380;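 active means compounds whose signal lies at least 3.5 SD above the mean of all wells on their plate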;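 further: 0% = DMSO-treated cells in low-serum medium and 100% = 10% serum control; some compounds called inactive have numbers as strong as hits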
# mIAP inh: blocks mouse intestinal alkaline phosphatase | 0.2% of 330,000 active | inhibition, % at 10 µM | purified mouse IAP, CDP-Star luminescence, 30 min | AID 2806;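 active means inhibition of at least 40% at 10 µM in the primary screen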;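 further: plate controls were DMSO with enzyme for no effect and no enzyme wells for full effect; values of inactives mirror those of a sister screen read the other way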
# APOBEC3G inh: blocks human APOBEC3G single-stranded DNA deamination | Q9HC16 | recombinant A3G, ssDNA deamination FAM/TAMRA fluorescence | inhibition, % at 20 µM | 0.28% of 330,000 active;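 active means inhibition of at least 40% at 20 µM, with no more than 30% in the related APOBEC3A deaminase screen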;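 further: plate controls were DMSO wells with A3G for no effect and wells lacking A3G enzyme for full effect; some compounds called inactive have numbers as strong as hits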
# Target sequence (Q9HC16 whole entry, looked up): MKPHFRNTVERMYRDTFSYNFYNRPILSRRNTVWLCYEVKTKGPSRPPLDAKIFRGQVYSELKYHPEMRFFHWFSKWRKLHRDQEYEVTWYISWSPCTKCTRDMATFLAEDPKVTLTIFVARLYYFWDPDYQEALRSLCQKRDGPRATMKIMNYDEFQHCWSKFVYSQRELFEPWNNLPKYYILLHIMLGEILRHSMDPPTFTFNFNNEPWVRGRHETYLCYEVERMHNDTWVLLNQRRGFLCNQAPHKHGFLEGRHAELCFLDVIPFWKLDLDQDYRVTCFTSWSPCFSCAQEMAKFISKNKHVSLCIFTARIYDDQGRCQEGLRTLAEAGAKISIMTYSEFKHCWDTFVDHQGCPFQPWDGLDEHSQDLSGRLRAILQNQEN
# mIAP activ: increases mouse intestinal alkaline phosphatase activity; muIAP, CDP-Star luminescence, 30 min; hits give high values; 1 = vehicle-only enzyme signal, 0 = enzyme-free wells; activation factor at 10 µM; 0.24% of 330,000 active; AID 2805;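 active means activation factor of at least 2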; further: the source names both 10 and 20 µM as test concentration; values of inactives mirror those of a sister screen read the other way
#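 Assay system: mouse IAP enzyme; reagent: chemiluminescent substrate CDP-Star; dosing: test compounds delivered from DMSO solution; schedule: 30 min at room temperature; measured by: luminescence from enzymatic CDP-Star hydrolysis; controls: DMSO-only wells and no-enzyme negative control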
# A3A deaminase: blocks human APOBEC3A ssDNA deamination; P31941; inhibition, % at 20 µM; recombinant A3A, FAM/TAMRA ssDNA deamination fluorescence; 0.41% of 330,000 active;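 active means at least 40% inhibition at 20 µM here, with at most 30% in a related deaminase screen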;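 further: plate controls were A3A with DMSO for no effect and wells lacking A3A enzyme for full effect; some results filed as inactive read as strong as hits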
# Target sequence (P31941 whole entry, looked up): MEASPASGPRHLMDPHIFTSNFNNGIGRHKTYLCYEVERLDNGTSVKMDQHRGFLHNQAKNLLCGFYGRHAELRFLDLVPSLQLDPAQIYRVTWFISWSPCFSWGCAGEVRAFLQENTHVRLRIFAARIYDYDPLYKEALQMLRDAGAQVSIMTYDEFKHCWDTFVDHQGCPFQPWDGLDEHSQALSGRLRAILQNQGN
# * hit, by the source's call; x = no result given. Not all compounds are listed, so the mix of outcomes need not match the whole.
SMILES,hIAP inh,hIAP act,SENP1 inh,NALP3 yeast inh,beta cell repl,mIAP inh,APOBEC3G inh,mIAP activ,A3A deaminase
COCCn1c(=NC(=O)c2cc(-c3cccs3)nc3ccccc23)sc2cc(S(N)(=O)=O)ccc21,-17,1.2,-35,2,-2,6,-11,0.94,-9
O=C(CCCCCNC(=O)c1ccccc1Cl)N/N=C/c1ccco1,-7,1.1,-3,-7,-2,3,-4,0.97,1
CCOc1ccccc1-n1c(=O)c2ccccc2c2ccccc2c1=O,-12,1.1,2,3,-1,3,-8,0.96,-1
CC(C)NC(=S)NCc1cccs1,5,0.95,2,0,0,1,-6,0.99,-4
COc1ccc(NC(=O)c2ccccc2NC(=O)c2ccccc2)cc1,-7,1.1,-1,2,-3,1,-6,0.99,-4
Nc1c([N+](=O)[O-])c(=O)sc2ccccc12,3,0.97,2,16,-4,-4,-4,1,2
CN(C)CCC=C1c2ccccc2C=Cc2ccccc21,9,0.91,0,39,-6,-8,-1,1.1,6
O=C(CCC1CCCN(Cc2ccc3c(c2)OCCO3)C1)NCc1ccccc1F (configuration not stated),-9,1.1,0,-7,4,-7,-4,1.1,0
O=C(N/N=C/c1cccs1)c1[nH]ncc1Br,-29,1.3,-1,6,-3,4,-5,0.96,-1
CCC(CCC(=O)Nc1cccc([N+](=O)[O-])c1)C(=O)O (configuration not stated),4,0.96,1,12,0,9,-1,0.91,0
COCCn1cnc2c1c(=O)n(Cc1ccc(C#N)cc1)c(=O)n2Cc1ccccc1,-9,1.1,-4,-3,0,0,2,0.99,1
COc1ccc(OC)c(NC(=O)C2CCN(c3nc(C)cc(C)n3)CC2)c1,13,0.87,0,2,-2,7,-6,0.93,-3
CCN(CC(=O)Nc1ccc(NC(C)=O)cc1)C(=O)c1ccc(NC2CC2)c([N+](=O)[O-])c1,5,0.95,1,28,-1,9,24,0.91,52*
O=C(O)c1cccc(CSc2ncn[nH]2)c1,18,0.82,1,-5,-3,6,-4,0.94,3
Cc1c(C)c2cccnc2c2ncccc12,-92,1.9,0,78*,-8,-17,1,1.2,-4
O=C(COc1ncnc2ccccc12)N1CCN(S(=O)(=O)c2ccccc2)CC1,-12,1.1,-1,-5,0,-1,-7,1,-2
Cc1ncc(CN2CCCC(C(=O)Nc3ccc(-n4ccnc4C)cc3)C2)cn1 (configuration not stated),-15,1.1,-1,-11,1,2,1,0.97,-4
CNC(=O)COC(=O)CCC(=O)c1ccc(Cl)cc1,-7,1.1,0,3,-5,-20,-4,1.2,-11
Cc1cc(C(=O)Nc2ccccn2)cs1,0,0.99,1,7,-4,2,0,0.98,-2
O=c1c2nnn(-c3cccc(F)c3)c2ncn1Cc1ccccn1,3,0.97,2,1,-3,0,-2,1,4
CN(C)/N=C/C=C1\CC/C(=C\c2ccc(Br)cc2)C1=O,9,0.91,41,29,-6,6,-9,0.94,-4
O=C(O)CCC(=O)NCc1ccc2[nH]c3c(c2c1)CCCC3,-2,1,-34,4,-3,-8,0,1.1,-2
O=C(N/N=C/c1cc([N+](=O)[O-])ccc1O)C12CC3CC(CC(C3)C1)C2,-29,1.3,0,17,-5,16,-4,0.84,-1
CS(=O)(=O)N1CCc2cc(C(=O)Nc3cccc([N+](=O)[O-])c3)ccc21,-14,1.1,0,12,1,1,-4,0.99,-1
COc1ccc(-c2cccc(NS(=O)(=O)c3cc([N+](=O)[O-])c(C)c([N+](=O)[O-])c3)c2)nn1,-1,1,2,17,0,7,1,0.93,-2

# As entered above:
# mIAP inh, `CN(C)CCC=C1c2ccccc2C=Cc2ccccc21` → -8
# mIAP activ, `CNC(=O)COC(=O)CCC(=O)c1ccc(Cl)cc1` → 1.2

# Among those listed so far, these have a nitro group on carbon:
SMILES,hIAP inh,hIAP act,SENP1 inh,NALP3 yeast inh,beta cell repl,mIAP inh,APOBEC3G inh,mIAP activ,A3A deaminase
Nc1c([N+](=O)[O-])c(=O)sc2ccccc12,3,0.97,2,16,-4,-4,-4,1,2
CCC(CCC(=O)Nc1cccc([N+](=O)[O-])c1)C(=O)O (configuration not stated),4,0.96,1,12,0,9,-1,0.91,0
CCN(CC(=O)Nc1ccc(NC(C)=O)cc1)C(=O)c1ccc(NC2CC2)c([N+](=O)[O-])c1,5,0.95,1,28,-1,9,24,0.91,52*
O=C(N/N=C/c1cc([N+](=O)[O-])ccc1O)C12CC3CC(CC(C3)C1)C2,-29,1.3,0,17,-5,16,-4,0.84,-1
CS(=O)(=O)N1CCc2cc(C(=O)Nc3cccc([N+](=O)[O-])c3)ccc21,-14,1.1,0,12,1,1,-4,0.99,-1
COc1ccc(-c2cccc(NS(=O)(=O)c3cc([N+](=O)[O-])c(C)c([N+](=O)[O-])c3)c2)nn1,-1,1,2,17,0,7,1,0.93,-2

# (cont.)
SMILES,hIAP inh,hIAP act,SENP1 inh,NALP3 yeast inh,beta cell repl,mIAP inh,APOBEC3G inh,mIAP activ,A3A deaminase
CSc1ccc(-c2c(C#N)c(N)nc3c2CCCC3)cc1,2,0.98,-43,-16,0,-7,-8,1.1,-4
CC1=C(C(N)=O)C(c2ccccc2)n2nc(-c3cccs3)nc2N1 (configuration not stated),10,0.9,2,-13,0,12,-1,0.88,0
CCOc1ccc(CN2CCC(C(=O)Nc3cccc(-c4ccn[nH]4)c3)CC2)cc1Cl,-64,1.6,0,12,-7,-84,-5,1.8,-5
Cc1oc(C(C)(C)C)cc1C(=O)N1CCN(c2ccc(C(F)(F)F)cn2)CC1,-8,1.1,1,17,-4,9,-4,0.91,-3
CCCCn1c(SCC(=O)Nc2ccc(NC(C)=O)cc2)nc2ccccc2c1=O,20,0.81,0,20,-4,-5,-8,1.1,-6
COCCNC(=O)c1ccccc1NC(=O)c1ccc(OC)c(OC)c1,6,0.94,2,12,0,1,-4,0.99,-3
O=C(OCC(=O)N(CCc1ccccc1)Cc1ccccc1)c1cc(S(=O)(=O)N2CCOCC2)ccc1F,6,0.94,0,19,-6,1,0,0.99,3
Cc1ccc2nc(SCC(=O)Nc3ccccc3N3CCOCC3)c(C#N)cc2c1,22,0.78,33*,-1,0,-7,-10,1.1,-5
C#CCOc1c(Cl)cc(/C=N/O)cc1OC,-7,1.1,0,12,0,-9,-8,1.1,-4
CC(C)CCNC(=O)CN(C)S(=O)(=O)c1cccc2nsnc12,5,0.95,0,24,-3,9,-1,0.91,0
COc1ccc(S(=O)(=O)Nc2ccccn2)cc1C(=O)Nc1ccccc1,-5,1.1,0,17,-4,2,-1,0.98,-1
NS(=O)(=O)c1ccc(NNC(=O)c2cccs2)cc1,3,0.97,2,-27,-3,-4,-1,1,-1
CCC1(C)Cc2nc(Cl)c(C#N)cc2CO1 (configuration not stated),2,0.97,-2,-10,-1,4,-4,0.96,-1
CCOc1cc(S(=O)(=O)NCc2ccccn2)c(C)cc1C,24,0.76,x,-4,-2,-5,6,1.1,6
c1csc(CNc2ncnc3ccc(-c4ccc5c(c4)OCCO5)cc23)c1,4,0.96,1,8,-6,-11,-4,1.1,2
O=C(NC(=S)Nc1cc(C(F)(F)F)ccc1N1CCOCC1)c1ccc(-c2cccc(Cl)c2)o1,4,0.96,-1,8,-4,5,-3,0.95,0
COc1c(F)c(F)c(C(=O)Nc2c(C)cc(Br)cc2C)c(F)c1F,-7,1.1,3,4,-1,4,-5,0.96,-1
CS(=O)(=O)N1N=C(c2ccco2)CC1c1ccco1 (configuration not stated),8,0.92,-4,15,1,26,12,0.74,31
COc1ccc(NC(=O)c2ccc(NC(=O)CN3CCC(C(N)=O)CC3)cc2)cc1,-13,1.1,0,30,-4,-5,-8,1.1,-5
COc1cccc(NC(=O)c2cccc(C)c2[N+](=O)[O-])c1,14,0.86,0,18,0,-2,0,1,-2
O=C(CN1CCC(n2nnc3ccccc32)CC1)NCc1cccs1,-14,1.1,1,-1,-2,1,-8,0.99,0
COc1ccc(NC(=O)c2ccc(-c3ccccc3)cc2)cc1S(=O)(=O)N1CCOCC1,8,0.92,2,-2,0,-8,-4,1.1,2
COc1cc(C(C)=O)ccc1OCC(=O)N(CCC1=CCCCC1)c1c(N)n(Cc2ccccc2)c(=O)[nH]c1=O,-13,1.1,-17,6,-5,5,-1,0.95,1

# Compounds above that contain a furan ring, fused or not, in the order listed:
SMILES,hIAP inh,hIAP act,SENP1 inh,NALP3 yeast inh,beta cell repl,mIAP inh,APOBEC3G inh,mIAP activ,A3A deaminase
O=C(CCCCCNC(=O)c1ccccc1Cl)N/N=C/c1ccco1,-7,1.1,-3,-7,-2,3,-4,0.97,1
Cc1oc(C(C)(C)C)cc1C(=O)N1CCN(c2ccc(C(F)(F)F)cn2)CC1,-8,1.1,1,17,-4,9,-4,0.91,-3
O=C(NC(=S)Nc1cc(C(F)(F)F)ccc1N1CCOCC1)c1ccc(-c2cccc(Cl)c2)o1,4,0.96,-1,8,-4,5,-3,0.95,0
CS(=O)(=O)N1N=C(c2ccco2)CC1c1ccco1 (configuration not stated),8,0.92,-4,15,1,26,12,0.74,31
